Compound activity: PubChem, National Center for Advancing Translational Sciences (NCATS)
IMPase Li cell: qHTS Assay for Identifying the Cell-Membrane Permeable IMPase Inhibitors: Potentiation with Lithium; CHO-M1 cells, IP1 TR-FRET (IP-One), carbachol + lithium; Potency, µM (doses to about 59.4 µM), without a hit: at the highest dose activity, negative = IMPase inhibition, actives largely listed as inhibitors; 210,000 tested, 0.35% active; AID 1457, 2008;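 note: IP1 builds up when IMPase is blocked and the TR-FRET signal falls; plate controls were basal vehicle for no effect and high inhibitor control for full effect; nearly all actives have a fitted effect of over 50% in size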
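Concentration–response in CHO-M1 cells, lithium-potentiated; 30 min at 37C. IP1 detected by competitive TR-FRET after 10 min lysis at RT. Hill-fitted AC50.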
SMN2 splice enh: qHTS Assay for Enhancers of SMN2 Splice Variant Expression; 210,000 tested, 2.8% active; Potency, µM (titrated, usually from 46.1 µM), inactives show top-dose activity change, positive = activation, actives largely listed as activators; HEK293 SMN2-luciferase splicing reporter, luminescence, 30-36 h; note: % of control where 0% means no effect; nearly all actives have a fitted effect of over 55% in size
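HEK293 cells carry an SMN2 […]–luciferase reporter in which exon 7 inclusion puts luciferase in frame. Cells were plated 10-12 h before compound addition, then incubated 30-36 h at 37C. ONE-Glo luminescence was read; sodium butyrate at 4.5 mM final served as control.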
Epigenetic derep: Quantitative High-Throughput Screen for Regulators of Epigenetic Control; murine LDR cells, GFP reporter derepression, 30 h; Potency, µM (top dose mostly 53.9 µM), for the others: at the highest dose GFP activation, usual class: activators; 280,000 tested, 0.2% active; note: % of control where 0% means no effect; nearly all actives have a fitted effect of over 60% in size
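Derepression of a silenced CMV-GFP reporter in murine LDR cells is scored by enumerating GFP-positive cells with a laser-scanning microplate cytometer after 30 hours of treatment at 37 C.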
Luc counter: Counterscreen for Luciferase (Kinase-Glo TM) Inhibition; AID 1379, 2008; Kinase-Glo luciferase, ATP luminescence, 8 min; Potency, µM (doses to about 38.3 µM), inactives show at the highest dose activity change, negative = inhibition, actives largely listed as inhibitors; 200,000 tested, 0.28% active; Luciferin 4-monooxygenase (Photuris pensylvanica), Q27757; note: % is set by controls: 0 for no effect and ±100 for the full control effect; nearly all actives have a fitted effect of over 60% in size
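Kinase-Glo luciferase light output from ATP and luciferin was measured with 10 uM ATP, within the enzyme's linear range. Buffer: 50 mM imidazole pH 7.2, 50 mM KCl, 7 mM MgCl2, 0.01% Tween 20, 0.05% BSA; luminescence read after 8 min at ambient temperature.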
RECQ1 helicase: qHTS Assay for Inhibitors of RecQ-Like Dna Helicase 1 (RECQ1). RECQ1 DNA unwinding, red fluorescence kinetic read. Potency, µM (doses to about 57.3 µM), for the others: at the top dose activity, negative = inhibition, most hits filed as inhibitors. 240,000 tested, 0.54% active;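 note: plate controls were vehicle for no effect and no enzyme for full effect; nearly all actives have a fitted effect of over 30% in size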
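50 nM RECQ1T1 preincubated 15 min with compound in Tris pH 8.0 buffer with MgCl2, DTT, Tween-20 and 2.5 ug/ml poly(dI-dC); started with 200 nM TAMRA/BHQ-2 forked duplex and 2 mM ATP. Unwinding read as fluorescence (525/598 nm), two reads 2 h apart.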
KDM4E inh: qHTS Assay for Inhibitors of Human Jumonji Domain Containing 2E (JMJD2E); JMJD2E catalytic domain, FDH-coupled NADH fluorescence (FDH is formaldehyde dehydrogenase); Potency, µM (highest dose often 57.1 µM), inactives show at the highest dose activity change, negative = inhibition, usual class: inhibitors; 230,000 tested, 1.6% active; AID 2147, 2009; active = well fitted inhibition curve with a large enough effect, not every such curve was filed as active; inconclusive = small, poorly fitted or top-dose-only effect, or another doubt; inactive = no such curve, though single readings can be large or run the other way;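 note: 0% = wells with enzyme and -100% = buffer wells without enzyme; nearly all actives have a fitted effect of over 50% in size; many of its hits are not listed in these tables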
Target sequence (B2RXH2 1-337 limits assumed): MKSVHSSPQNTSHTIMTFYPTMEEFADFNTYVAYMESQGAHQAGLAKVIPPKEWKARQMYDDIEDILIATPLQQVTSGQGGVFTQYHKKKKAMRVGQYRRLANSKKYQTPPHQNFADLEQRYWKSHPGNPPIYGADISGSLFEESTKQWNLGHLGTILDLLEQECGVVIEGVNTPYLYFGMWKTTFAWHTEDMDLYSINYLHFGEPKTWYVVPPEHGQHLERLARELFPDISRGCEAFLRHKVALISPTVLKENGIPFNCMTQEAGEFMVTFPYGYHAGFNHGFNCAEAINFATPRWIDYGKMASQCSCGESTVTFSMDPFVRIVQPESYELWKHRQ
NPSR antagonist: qHTS Assay for Antagonists of the Neuropeptide S Receptor: cAMP Signal Transduction; AID 1461, 2008; 220,000 tested, 1% active; CHO-NPSR cells, cAMP TR-FRET, antagonist mode; Q6W5P4; Potency, µM (series often up to 38.3 µM), inactives show at the highest dose activity change, negative = inhibition, actives largely listed as inhibitors; note: % is set by controls: 0 for no effect and ±100 for the full control effect; nearly all actives have a fitted effect of over 50% in size; many of its hits are not listed in these tables
Target sequence (Q6W5P4 whole entry, looked up): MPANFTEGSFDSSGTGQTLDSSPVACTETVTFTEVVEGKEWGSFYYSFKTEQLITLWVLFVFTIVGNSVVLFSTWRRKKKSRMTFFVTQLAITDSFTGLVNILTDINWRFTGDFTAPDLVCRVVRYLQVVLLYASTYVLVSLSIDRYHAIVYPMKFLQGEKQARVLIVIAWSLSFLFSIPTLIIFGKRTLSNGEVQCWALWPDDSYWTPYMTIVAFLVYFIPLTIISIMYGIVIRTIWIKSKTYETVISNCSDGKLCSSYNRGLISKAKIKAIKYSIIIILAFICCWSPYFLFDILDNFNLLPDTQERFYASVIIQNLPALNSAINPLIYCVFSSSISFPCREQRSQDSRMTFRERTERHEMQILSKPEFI
GoLoco inh red: qHTS Assay for Inhibitors of RGS12 GoLoco Motif Activity (Red Fluorophore) | 230,000 tested, 0.44% active | Gai1:RGS12 GoLoco peptide FP, rhodamine, 10 min | Potency, µM (titrated, usually from 61.6 µM), for the others: top-dose activity, negative = inhibition, most hits filed as inhibitors; active = well fitted inhibition curve with a large enough effect, not every such curve was filed as active; inactive = no such curve, though single readings can be large or run the other way; note: % is set by controls: 0 for no effect and ±100 for the full control effect; nearly all actives have a fitted effect of over 30% in size; many of its hits are not listed in these tables
Target sequence (P63096 whole entry, looked up): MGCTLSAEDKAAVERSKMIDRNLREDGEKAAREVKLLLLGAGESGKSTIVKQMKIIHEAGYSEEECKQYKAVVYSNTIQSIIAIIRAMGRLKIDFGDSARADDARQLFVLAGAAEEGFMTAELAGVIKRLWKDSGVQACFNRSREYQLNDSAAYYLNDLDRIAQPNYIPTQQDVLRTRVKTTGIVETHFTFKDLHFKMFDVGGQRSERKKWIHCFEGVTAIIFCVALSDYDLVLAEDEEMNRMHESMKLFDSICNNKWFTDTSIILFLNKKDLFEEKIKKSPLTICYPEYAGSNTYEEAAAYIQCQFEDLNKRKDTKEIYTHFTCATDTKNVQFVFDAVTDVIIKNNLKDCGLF
* = called active by the depositor; i = inactive; ? = inconclusive; nt = not tested or not shown; & = joins results of further samples; [ ] = remark or other dose. Unless noted, calls come from the whole dose curve; as a rule, active = well fitted curve in the direction sought with a large enough effect; inconclusive = small, poorly fitted or top-dose-only effect, or another doubt; inactive = no such curve, though single readings can be large; an effect the other way counts as inactive or inconclusive. Potency is the fitted concentration of half-maximal effect. These rows are one share of the data. The share of hits here may be higher or lower than overall.

Under each structure: IMPase Li cell | SMN2 splice enh | Epigenetic derep | Luc counter | RECQ1 helicase | KDM4E inh | NPSR antagonist | GoLoco inh red
CCn1nc(C(=O)OCC(=O)c2ccc3c(c2)OCCO3)c2ccccc2c1=O
 : 2%[38.3 µM] | -7% | -2.3% | -3% | -3% | -18% | -24%[46.1 µM] | 23%
Cc1ccc(C=Nc2cccnc2N)cc1
 : 10% | ? | 0.9% | -2% | 0% | ? | 11% | -5%
Nc1cc(S(=O)(=O)Nc2ccccc2Cl)ccc1N1CCOCC1
 : 11% | nt | 3.9% | nt | 0% | -15% | 7% | 11%
Nc1nonc1C(=O)NC(c1ccccc1)c1ccccc1
 : 19%[38.3 µM] | 7% | -1.0% | 4% | i | 3% | -16%[46.1 µM] | -5%
COc1ccc(-c2nnc3ccc(SCC(=O)N4CCOCC4)nn23)cc1
 : 7%[38.3 µM] | -3% | -1.0% | -6% | -11% | -4% | -6%[46.1 µM] | 6%
CCn1c2ccccc2c2cc(NC(=O)CSc3nnc(C4CC4)n3Cc3ccco3)ccc21
 : 13% | 5% | 6.1% | -2% | -4% | ? | 1%[46.1 µM] | 27%
Cc1ccc([N+](=O)[O-])cc1NC(=O)c1ccc(CSc2ccccc2)cc1
 : nt | nt | 0.0% | nt | 0% | 2% | -10%[46.1 µM] | nt
COc1ccc(-c2cc(C(F)(F)F)nc(N3CCN(Cc4ccccc4)CC3)n2)cc1OC
 : -2%[38.3 µM] | -19% | -0.8% | -1% | -4% | -9% | -24%[46.1 µM] | 7%
Cc1cccc(OCc2nnc(SCc3cc(=O)[nH]c4ccccc34)n2-c2ccccc2)c1
 : 17% | -26% | 1.3% | 3% | -2% | 0% | ? | -20%
CC(C)NC(=O)CSc1nc(Cc2cccs2)nc2ccccc12
 : 3% | -20% | 0.0% | -1% | -13% | -7% | -20%[46.1 µM] | 5%
Cc1ccc(CCC(=O)Nc2ccc(S(N)(=O)=O)cc2)o1
 : 23%[38.3 µM] | 4% | -2.0% | 2% | -2% | ? | -9%[46.1 µM] | -10%
CCCNC(=O)COC(=O)c1n[nH]c2ccccc12
 : 0% | -6% | -6.6% | 2% | 1% | ? | 4% | -6%
CCn1c(=O)cc(OCC(=O)NCCc2ccc(OC)c(OC)c2)c2ccccc21
 : -3% | 27% | -1.4% | 3% | -6% | -12% | 3% | 0%
CC(C)c1nc(SCC(=O)N2CCCC2)c2ccccc2n1
 : -18%[38.3 µM] | -8% | 1.4% | -4% | -2% | -1% | ? | 4%
O=C(CN(c1ccccc1)S(=O)(=O)c1ccc(Cl)cc1)Nc1ccccc1C(=O)N1CCCC1
 : 30%[38.3 µM] | 8% | 0.1% | -3% | -18% | 3% | ? | -10%
COc1ccc(NS(=O)(=O)c2ccc(NC(=O)Cc3cccs3)cc2)cc1
 : 4% | -8%[1.84 µM] | 0.0% | 3% | -2% | 1% | 24% | 2%
O=C(Nc1ccncc1)C1COc2ccccc2O1 (stereo unspecified)
 : 25%[38.3 µM] | nt | 1.1% | 0% | i | -3% | -3%[46.1 µM] | -2%
COc1ccccc1/C=C/C(=O)NCC(=O)N/N=C/c1ccccc1[N+](=O)[O-]
 : -5% | -15% | 0.9% | -1% | -13% | -9% | 17% | -1%
NC1=NN=C(N2N=C(c3ccc(Br)cc3)CC2(O)C(F)(F)F)n2ncnc2C1 (stereo unspecified)
 : -13% | -19% | -1.1% | 5% | -8% | ? | ? | 5%
COc1cc2cc(CN(CCCO)S(=O)(=O)c3ccccc3)c(=O)[nH]c2cc1OC
 : -1%[38.3 µM] | 11% | 2.8% | -2% | -9% | ? | 0%[7.67 µM] | 3%
COc1cc(O)ccc1C=O
 : nt | nt | 0.1% | nt | -1% | 5% | -15% | 9%
CCc1nn(C(C)C(=O)NCCN2CCN(c3cccc(C)c3C)CC2)c(=O)c2cc3occc3n12 (stereo unspecified)
 : 10% | -25% | -1.1% | 0% | -4% | 0% | -15%[46.1 µM] | -3%
O=C1Nc2ccccc2N(O)N1c1cc(-c2ccc(Cl)cc2)[nH]n1
 : -2% | -5% | 2.2% | 1% | 0% | -11% | 15% | 10%
CN(C)S(=O)(=O)c1cccc(NC(=O)COc2cccc(C#N)c2)c1
 : -1% | 2% | -1.8% | -2% | -8% | -1% | 2% | -6%
CCOC(=O)CSC1=C(C#N)C(=O)NC(c2ccc(OC)cc2)S1 (stereo unspecified)
 : -9%[38.3 µM] | -8% | -1.6% | -1% | 5% | ? | -7%[46.1 µM] | -13%
CC1=C[N+](=O)c2ccccc2[N+]1=O
 : 0% | -7%[9.22 µM] | nt | -1%[7.66 µM] | nt | nt | nt | -2%[14.2 µM]
OC[C@H]1NC[C@@H](O)[C@@H]1O
 : 9% | -3% | 0.0% | 0% | i | -3% | -5%[46.1 µM] | 8%
Cc1ccc(C)c(C(=O)NC(C)CCc2ccccc2)c1 (stereo unspecified)
 : 3% | 10% | 4.4% | 5% | -7% | 3% | -19% | 1%
COc1ccc(Nc2nc(N)nc(CN3CCC(Cc4ccccc4)CC3)n2)cc1
 : 16% | -13% | 0.0% | 1% | -3% | 7% | -6% | 5%
O=S1(=O)N=C(N2CCN(Cc3ccccc3)CC2)c2ccccc21
 : 3%[38.3 µM] | -13% | -0.7% | -1% | -11% | 8% | -10%[46.1 µM] | -8%
COc1cc(OC)cc(C(=O)NNC(=S)NCc2ccco2)c1
 : -2% | -9% | 0.0% | -1% | i | 14% | 7% | 7%
Cc1cccc(C)c1NC(=O)CNC(=O)c1c(C)nn(C)c1Cl
 : -3% | -35%[inhibitor] | 0.0% | 3% | -5% | 0% | 8% | -8%
CCOC(=O)CCCCC(=O)c1[nH]c(=O)[nH]c1C[n+]1ccccc1
 : -4% | -14% | -1.8% | 2% | i | 5% | 25% | -4%
CCCCN(CC)CCNC(=O)CN1C(=O)COc2ccc(S(=O)(=O)N3CCCC3)cc21
 : 4% | 5%&6% | 0.0%&-1.1% | 2% | i | -1% | 25% | -18%
CN(O)/C=C/C(=O)c1ccc(Br)cc1
 : 4% | -8% | -2.7% | 0% | -6% | 0% | -7% | -9%
N#Cc1ccccc1Sc1ccccc1C(=O)OCC(N)=O
 : 3% | 16% | -0.2% | 5% | -8% | -26% | 11% | 10%
CCOC(=O)N1CCN(c2ncnc3c2cnn3-c2ccc(OC)cc2)CC1
 : 8%[38.3 µM] | 4% | 2.1% | 1% | -7% | -137% | -29%[46.1 µM] | -2%
CC1CN(S(=O)(=O)c2cccc(C(=O)NCc3ccc4c(c3)OCO4)c2)CC(C)O1 (stereo unspecified)
 : 4%[38.3 µM] | -5% | 2.5% | -2% | -13% | -3% | -15%[7.67 µM] | -8%
CCC1CCc2[nH]nc(C(=O)O)c2C1 (stereo unspecified)
 : 26%[38.3 µM] | 2% | 0.0% | -1% | i | 5% | -5%[46.1 µM] | 6%
CCCCSc1nnc(-c2ccc(OC)cc2)n1C
 : 3% | 12% | -2.3% | -5% | 2% | 5% | -3%[46.1 µM] | -1%
Cc1cc(/C=C(\C#N)C(=O)NCc2cccs2)c(C)n1-c1ccccc1F
 : -18%[38.3 µM] | -29% | 0.7% | -1% | -13% | ? | ? | 4%
O=C(CNC(=O)C1CCCCC1)Nc1ccc(Cl)cc1
 : 16%[38.3 µM] | 11µM* | 0.0% | 4% | 1% | 2% | 9%[46.1 µM] | -1%
COc1ccc(N2CCN(CCCNC(=O)Nc3ccccc3)CC2)cc1
 : 29%[38.3 µM] | -3%&14% | 2.1%&5.4% | -1% | i | ? | 0%[46.1 µM] | -3%
CC(=O)N1N=C(c2cccc(Cl)c2)OC1c1cccc([N+](=O)[O-])c1 (stereo unspecified)
 : 14% | 2%[1.84 µM] | 0.0% | 0% | -5% | -22% | -55% | -1%
CN1C(=O)CC(N2CCN(CC(=O)N3CCCC3)CC2)C1=O (stereo unspecified)
 : 2%[38.3 µM] | ? | -0.3% | 2% | ? | -3% | 9%[7.67 µM] | 3%
O=C(NCc1cccnc1)c1cc2nc(-c3ccc4c(c3)OCO4)cc(C(F)(F)F)n2n1
 : -6% | -17% | 7.6% | 0% | i | -8% | -7% | 16%
COc1ccccc1NC(=S)N1CCC(C(=O)c2ccc(F)cc2)CC1
 : 0% | -1% | 0.1% | -1% | 0% | 9% | -8% | 3%
CCOC(=O)C1CCN(S(=O)(=O)c2ccc3c4c(cccc24)C(=O)N3)CC1
 : -4%[38.3 µM] | -7% | 0.8% | 1% | -9% | ? | 3%[46.1 µM] | 5%
N#CC1=C(N)C2=CCCC[C@H]2[C@H](c2cccc(F)c2)C1(C#N)C#N
 : -4% | -16% | 0.0% | 4% | -4% | -24% | 7%[46.1 µM] | 28%
Cc1cc(/C=N/NC(=O)c2ccsc2)c(C)n1-c1cnccn1
 : 0% | 24% | -0.3% | -3% | i | -30% | -1% | 17%

(cont.)
Under each structure: IMPase Li cell | SMN2 splice enh | Epigenetic derep | Luc counter | RECQ1 helicase | KDM4E inh | NPSR antagonist | GoLoco inh red
O=C(Nc1nnc(-c2ccccc2Cl)o1)c1ccc(S(=O)(=O)N2CCCCCC2)cc1
 : 1%[38.3 µM] | -60%[inhibitor] | 0.0% | 1% | i | -9% | 7%[46.1 µM] | -2%
CN1C(=O)C(CCC(=O)O)NC1=S (stereo unspecified)
 : nt | nt | 2.5% | nt | 0% | -8% | ? | -10%
Cc1cc(C)c(/C=N/NC(=O)c2nnn(-c3nonc3N)c2COc2ccc(F)cc2)c(C)c1
 : nt | nt | 2.4% | nt | -12% | -16% | ? | 5%
Cn1c(SCc2ccc(Cl)cc2Cl)nc(C(F)(F)F)cc1=O
 : 15%[38.3 µM] | -16% | -1.1% | 0% | -4% | 1% | 8%[46.1 µM] | 4%

A few values from the list.
CN1C(=O)C(CCC(=O)O)NC1=S (stereo unspecified) @ KDM4E inh: -8%
Cn1c(SCc2ccc(Cl)cc2Cl)nc(C(F)(F)F)cc1=O @ Luc counter: 0%
